Bioassay records (PubChem BioAssay)
procasp3 activ: activators of human procaspase-3; P42574; recombinant procaspase-3 D3A, Ac-DEVD-pNA absorbance 405 nm; activation, % at 8.5 µM; hit rate 0.11% among 330,000; AID 463141;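 active = activation above the mean of all tested compounds plus 3 SD, cut at about 21% in these data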;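 note: 0% = DMSO alone and 100% = DMSO wells spiked with extra 5 µM PC-3 D3A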
Target sequence (P42574 whole entry D9A/D28A/D175A): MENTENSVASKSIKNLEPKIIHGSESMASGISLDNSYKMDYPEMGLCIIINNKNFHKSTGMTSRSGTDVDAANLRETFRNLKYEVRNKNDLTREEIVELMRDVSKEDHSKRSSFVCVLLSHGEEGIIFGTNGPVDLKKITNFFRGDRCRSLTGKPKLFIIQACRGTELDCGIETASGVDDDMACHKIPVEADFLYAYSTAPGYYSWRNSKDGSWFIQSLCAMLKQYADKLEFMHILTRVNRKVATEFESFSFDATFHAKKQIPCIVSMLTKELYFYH
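Assay system – Procaspase-3 D3A mutant · Benchmarks – DMSO low control, extra-enzyme high control · Technique – 405 nm absorbance of p-nitroaniline, reads at 0 and 120 min · Doses – 8.5 µM nominal · Measure – % activation between DMSO and enzyme-spiked controls · Also added – Ac-DEVD-pNA chromogenic peptide substrate · Schedule – 1 h compound preincubation, 2 h substrate hydrolysis at 25 °C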
TPT1 inhibitor: blocks Candida albicans tRNA 2'-phosphotransferase | recombinant caTPT1, FP RNA substrate dephosphorylation | inhibition, % at 5 µM | hit rate 0.81% among 300,000;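 active = inhibition above the mean of all tested compounds plus 3 SD, set per screening campaign, cut at about 24% in these data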;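 note: plate controls were DMSO alone for no effect and ferristatin control at 100 nM for full effect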
HCV core dimer: HCV core protein dimerization inhibition | TR-FRET GST/Flag-core106 dimerization, 1536-well | inhibition, % at 5 µM | hit rate 0.33% among 300,000;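 active = inhibition above the mean of all tested compounds plus 3 SD, set per screening campaign, cut at about 45% in these data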
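test system = GST/Flag-tagged HCV core106 proteins | probe or stimulus = Eu donor and XL665 acceptor anti-tag antibodies | times = compound-protein-antibody incubation 4 h at 22.5 °C | signal = TR-FRET, excitation 340 nm, emission 617 and 671 nm | measure = percent inhibition of core106 dimerization signal | controls = wells lacking GST-core106 and wells with excess unlabelled core106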
CTSL1 counter: counter-screen for PFM18AAP inhibitors: inhibitors of F. hepatica cathepsin L1 | recombinant F. hepatica cathepsin L1, Z-Leu-Arg-MCA fluorescence | inhibition, % at 5.96 µM | hit rate 0.49% among 300,000 | AID 1906;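 active = inhibition above the mean of all tested compounds plus 3 SD, set per screening campaign, cut at about 17% in these data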;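 note: 0% = plate median of test compound wells and 100% = 1 µM Z-Phe-Ala-diazomethylketone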
JMJD2C inh: inhibitors of human GASC-1 (JMJD2C) demethylase | Q9H3R0 | GST-JMJD2C(1-420) H3K9me3 demethylation, DELFIA europium | inhibition, % at 2.35 µM | hit rate 0.069% among 330,000 | AID 2099;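 active = more than half of a compound's replicate wells show inhibition beyond 50%, single wells judged on their own value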;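 note: signal counts dimethyl H3K9 product captured on neutravidin plate; 0% = median of DMSO wells and 100% = 0.3 times that DMSO median; strong numbers were not always called active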
PP1 counter: PP1-alpha (human) inhibition in PP5 counter-screen. P62136. purified PP1alpha, OMFP fluorescence. inhibition, % at 6.7 µM. hit rate 0.9% among 320,000;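 active = inhibition above the mean inhibition of all tested compounds plus 3 SD, computed separately for each screening campaign, cut at about 15% in these data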
Target sequence (P62136 whole entry, looked up): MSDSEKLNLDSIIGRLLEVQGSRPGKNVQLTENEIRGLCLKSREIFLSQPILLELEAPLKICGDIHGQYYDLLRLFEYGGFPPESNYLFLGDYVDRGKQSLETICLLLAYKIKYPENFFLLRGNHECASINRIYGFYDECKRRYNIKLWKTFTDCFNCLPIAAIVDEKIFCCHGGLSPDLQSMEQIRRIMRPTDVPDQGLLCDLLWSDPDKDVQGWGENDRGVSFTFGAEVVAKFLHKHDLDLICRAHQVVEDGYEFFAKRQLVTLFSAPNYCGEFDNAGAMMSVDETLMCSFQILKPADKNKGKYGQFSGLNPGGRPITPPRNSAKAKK
PP5 inh: PP5 (human) phosphatase inhibition. P53041. purified PP5c, OMFP substrate fluorescence. inhibition, % at 6.7 µM. hit rate 0.18% among 320,000. AID 1987;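 active = inhibition above the campaign's mean inhibition across all tested compounds plus 3 SD, cut at about 9.5% in these data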;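 note: 0% = DMSO only and 100% = 100 µM cantharidin control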
procasp7 counter: activates human procaspase-7, counter-screen for procaspase-3 activators; P55210; recombinant procaspase-7, Ac-DEVD-pNA absorbance 405 nm; D23A/D198A/D206A triple mutant, cannot self-cleave; scale: DMSO 0, 5 µM enzyme 100; activation, % at 8.5 µM; hit rate 0.093% among 330,000;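 active = percent activation above the screen-wide mean plus 3 SD, cut at about 25% in these data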
Target sequence (P55210 whole entry D23A/D198A/D206A): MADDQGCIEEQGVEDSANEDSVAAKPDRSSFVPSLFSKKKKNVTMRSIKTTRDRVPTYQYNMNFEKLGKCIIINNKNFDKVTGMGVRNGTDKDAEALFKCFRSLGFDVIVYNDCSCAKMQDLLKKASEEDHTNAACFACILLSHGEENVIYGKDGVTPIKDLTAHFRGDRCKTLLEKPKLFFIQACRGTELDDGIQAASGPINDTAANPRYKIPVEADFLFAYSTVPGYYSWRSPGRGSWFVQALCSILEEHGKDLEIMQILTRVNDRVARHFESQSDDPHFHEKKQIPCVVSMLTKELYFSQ
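Assay system: Uncleavable procaspase-7 mutant enzyme / Input: 2 µM procaspase-7 mutant as dispensed / Dosing: single nominal 8.5 µM compound dose, 0.8% DMSO final / Timing: 1 h enzyme–compound preincubation and 2 h substrate reaction, both 25 °C / Detection: p-Nitroaniline absorbance at 405 nm, read at 0 and 120 min / Replication: singlicate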
Efflux pump inh: inhibitors of Candida antifungal efflux pumps expressed in yeast | inhibition, % at 10 µM | hit rate 0.44% among 330,000 | S. cerevisiae Candida pump triplex, Nile Red efflux;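 active = plate passing quality check with inhibition over a set limit, or well fluorescence over plate mean plus 4 SD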;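 note: Nile Red retained in pooled yeast measured as flow cytometry median fluorescence; 0% = buffer negative control and 100% = Enniatin B positive control; higher means more Nile Red kept so more efflux inhibition; some compounds called inactive have numbers as strong as hits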
An asterisk follows results filed as active; nt = no result given. Compounds were not picked by outcome; about 2.9% have a hit in one of these screens.

SMILES	procasp3 activ	TPT1 inhibitor	HCV core dimer	CTSL1 counter	JMJD2C inh	PP1 counter	PP5 inh	procasp7 counter	Efflux pump inh
CCOc1ccccc1N(CC(=O)N1CCOCC1)S(=O)(=O)c1ccccc1	10	-2	0	6	21	0	1.2	-3	0.0
COc1cc(C(=O)Nc2nncs2)cc(OC)c1OC	9	2	-6	-2	7	0	0.8	4	0.0
CCn1c(C)c(C)c2cc(C(=O)NCCCN3CCOCC3)ccc21	5	5	7	-6	3	1	1.5	-8	0.1
CCCCCC(=O)Nc1cccc(C2=NOC3(C2)C[C@@H](C(N)=O)N(C(=O)c2ccc(Cl)cc2)C3)c1 (some centres not stated)	4	3	-8	-2	-19	-2	3.4	0	0.3
O=C(NCCCn1ccnc1)c1ccc(Cl)c(S(=O)(=O)N2CCOCC2)c1	-4	2	5	-5	1	-1	2.8	-1	0.1
O=C(CN1C(=O)CCOc2ccccc21)Nc1cccc(S(=O)(=O)N2CCOCC2)c1	-3	nt	nt	nt	-3	-1	0.1	3	0.2
CCCCN(CCCC)S(=O)(=O)c1ccc(C(=O)Nc2nnc(COC)o2)cc1	-1	-7	3	2	3	23*	0.4	-8	0.1
COC(=O)c1scc(C)c1NC(=O)c1ccc(Cl)cc1	-4	-1	2	-4	16	1	2.6	7	0.1
CCN(CC(=O)Nc1c(F)cccc1F)C(=O)c1ccc(OCc2c(C)noc2C)cc1	0	nt	nt	nt	-8	2	2.6	-3	0.1
O=C(c1cccc2ccccc12)N1CCN(c2ccc([N+](=O)[O-])c(NCc3ccco3)c2)CC1	-10	-2	28	1	-4	11	4.7	-11	-0.1
Cc1cc(C(=O)N/N=C/c2ccc3c(c2)OCO3)c(C)o1	-13	4	-2	-1	5	-4	-0.8	7	0.2
CNC[C@@H](CC1CCCCC1)NC[C@H](CC(C)C)NCCc1cccc(C(F)(F)F)c1	2	-6	-3	-1	4	13	2.1	-11	nt
COc1cccc(/C=C/C(=O)NNC(=O)c2ccncc2)c1	-2	-3	-4	-2	7	-6	4.1	-2	0.0
CC(=O)NC1(c2ccccc2)CCN(C(=O)N2CCOCC2)CC1	10	1	3	-2	-10	3	2.9	-6	0.0
O=C(O)CCN1C(=O)/C(=C\c2cccc(Oc3ccccc3)c2)SC1=S	2	-2	26	7	-3	12	1.0	-16	0.0
O=C(Nc1ccc(Br)cc1)c1cccc(OC(=S)N2CCOCC2)c1	8	1	1	3	-9	1	1.2	10	-0.1
O=[N+]([O-])c1ccc(Oc2cnc3ccccc3n2)cc1	9	0	-13	0	3	0	4.6	-2	-0.2
CCCCC1=CC2=CC(=O)C(C)(OC(=O)CC)C(=O)C2=CN1CCc1ccc(Br)cc1 (configuration not stated)	8	0	19	-4	4	6	1.6	-3	0.3
COc1cc(NC(=S)NCc2ccco2)c(OC)cc1Cl	-3	0	2	3	18	-2	-0.2	3	-0.1
COc1cc(C(=S)N2CCCCC2)ccc1OCC(=O)Nc1ccc(F)cc1	-8	1	-2	-3	10	0	0.0	-1	0.0
Cc1nn(C)c(C)c1CCC(=O)N1CCCC(Nc2ccc(C(C)C)cc2)C1 (configuration not stated)	-7	-4	-3	-6	1	3	-2.9	0	0.1
Cn1cnnc1SCC(=O)Nc1ccc(S(N)(=O)=O)cc1	-2	1	3	-3	6	2	-2.4	8	-0.1
COc1cccc(C(=O)OCC(=O)NCCC2=CCCCC2)c1	7	nt	nt	nt	-7	nt	nt	14	0.2
O=C(CCCn1c(=O)c2sccc2n(CC(=O)NCC2CCCO2)c1=O)NCc1ccco1 (configuration not stated)	4	-2	0	-1	3	-5	-2.3	-12	0.0
CCC(=O)Nc1ccc2c(c1)ncn2-c1ccccc1OC	-3	-2	4	0	-2	-4	1.3	2	0.1
Cc1cc(N2CCCCCC2)nc(-c2ccccc2O)n1	0	-1	0	2	8	4	0.4	8	-0.1
CCOC(=O)C(CSCC(=O)c1ccc(Cl)cc1Cl)NC(=O)OC(C)(C)C (configuration not stated)	-6	4	9	4	6	0	2.6	-8	0.5
COc1ccc(C(=O)C(O)C(c2ccc(C)cc2)N2CCOCC2)cc1OC (configuration not stated)	2	-3	0	-1	20	-2	0.8	-4	0.0
CC(C(=O)N1CCc2ccccc21)N1CCN(S(=O)(=O)c2cccc(C(F)(F)F)c2)CC1 (configuration not stated)	7	nt	nt	nt	-2	3	4.3	5	0.0
O=C(Nc1ccc(O)cc1)c1cccc(Oc2ccc([N+](=O)[O-])cc2)c1	-10	2	1	0	-11	2	4.5	-1	0.2
CN(CCC#N)C(=O)CSc1ncnc2sc(-c3ccccc3)cc12	-3	-4	-4	-2	-7	6	2.6	1	-0.2
CN(CC(=O)Nc1ccccc1Br)C(=O)c1ccc(-c2ccc(Cl)cc2)o1	-12	3	11	-5	-3	-8	5.1	1	0.0
O=C(OCc1ccc(O)cc1)c1c(-c2ccsc2)oc2ccc(N3CCOCC3)cc12	-60	-2	-10	2	-5	-1	0.5	-17	-0.3
COc1cc(NC(=O)COC(=O)[C@@H]2CCCN2S(=O)(=O)c2ccc(Cl)cc2)cc(OC)c1OC	-1	-3	-2	-10	-1	2	2.5	23	-0.1
CN1CCN(C(=O)/C(=C/c2ccccc2)c2ccccc2)CC1	7	1	-2	-2	25	-1	-0.3	2	0.0
CCOC(=O)c1sc(/N=C/N(C)C)c(C(=O)OCC)c1C	-7	0	-6	0	-4	-2	-0.5	5	0.1
Cc1cc(CO)nn1-c1ccc([N+](=O)[O-])cc1	-5	-2	-4	5	-9	12	-2.1	-9	-0.2
CC(=O)Nc1ccc(-c2csc(N/N=C\c3ccncc3)n2)cc1	-10	1	14	1	-1	-4	3.4	-18	-0.2
CCc1cccc(CC)c1NC(=O)c1cc(CN2C(=O)c3ccccc3C2=O)ccc1OC	-4	-1	25	2	2	7	0.1	6	0.4
CCC1=NN2C(=N)/C(=C/c3cc(C)n(-c4ccccc4)c3C)C(=O)N=C2S1	-2	13	6	-2	-7	-8	2.1	-6	0.4
COc1ccc(/C=C/C(=O)OCC(=O)c2ccc3c(c2)NC(=O)CO3)cc1	9	3	15	-4	1	-2	-1.7	-1	0.1
COc1ccc2c(CSc3nc4nc(C)cc(C)n4n3)cc(=O)oc2c1	-9	2	12	-2	17	4	0.4	3	0.1
CCC(C)[C@H](Nc1nc(-c2ccccc2)nc2c1oc1ccccc12)C(=O)O (some centres not stated)	-2	-1	8	4	4	0	1.6	-5	0.0
CCOC(=O)c1ccc(Cl)c(NC(=O)c2ccc(-c3ccccc3)cc2)c1	-3	0	4	-2	-1	-1	0.9	-2	0.1
CCS(=O)(=O)N1CCC(c2nc3ccccc3[nH]2)CC1	-12	-5	-5	2	-4	0	-0.2	3	-0.1
CC1(C)C(C=C(Cl)Cl)C1C(=O)N/N=C/c1ccccc1F (configuration not stated)	4	2	-1	-6	-3	8	4.6	-10	0.4
O=C(CCC(=O)Nc1ccccc1)N/N=C/c1cccnc1	-8	1	-11	-8	-12	-1	4.7	-13	0.1
Cc1ccc(CNC(=O)CCCCCNC(=O)N2CCn3c2nc2ccccc23)cc1	-3	1	-4	-1	nt	-1	-1.9	5	0.1

Single records (already shown). Screens in order: procasp3 activ	TPT1 inhibitor	HCV core dimer	CTSL1 counter	JMJD2C inh	PP1 counter	PP5 inh	procasp7 counter	Efflux pump inh
CCS(=O)(=O)N1CCC(c2nc3ccccc3[nH]2)CC1 as listed: -12	-5	-5	2	-4	0	-0.2	3	-0.1
O=C(CCC(=O)Nc1ccccc1)N/N=C/c1cccnc1 as listed: -8	1	-11	-8	-12	-1	4.7	-13	0.1

The results go on.
SMILES	procasp3 activ	TPT1 inhibitor	HCV core dimer	CTSL1 counter	JMJD2C inh	PP1 counter	PP5 inh	procasp7 counter	Efflux pump inh
O=C(NN1C(=O)C2C3C=CC(C3)C2C1=O)c1ccccc1 (configuration not stated)	5	4	2	2	1	4	2.8	7	-0.1
Cc1cccc2c(=O)cc(C)n(Cc3ccccc3)c12	-1	-1	-10	6	3	2	3.9	7	-0.1
CCOC(=O)COc1cccc2c(=O)n(CC(=O)N3CCCc4ccccc43)ccc12	11	1	-2	-3	-6	-5	-0.5	10	0.1
Cc1cc(C)c(-c2cc(NC(=O)COC(=O)c3ccc(C#N)cc3)n(-c3ccccc3)n2)cc1C	1	-2	23	-3	-45	10	7.2	-4	0.1
C#CCOCCOCCOCCNc1nc(N2CCN(C(=O)CCCCCCCCCCNC(=O)Cn3cc(CCCCCN)nn3)CC2)nc(N2CCN(C(=O)CCCCCCCCCCNC(=O)[C@H]([C@@H](C)CC)n3cc(CCCCN=C(N)N)nn3)CC2)n1	-3	-3	0	5	nt	70*	3.4	0	1.0
Cc1ccc(N2C(=O)C(CN3CCCC3)C2c2ccccc2)cc1 (configuration not stated)	0	-2	2	-2	2	-1	-0.8	5	0.0
COCCCN(C(=O)c1ccco1)c1nc(-c2cc(OC)ccc2OC)cs1	-1	-5	3	-2	-1	-1	7.8	-11	0.3
CC(=O)c1cc(C)ccc1OC(=O)CCN1C(=O)C2C3c4ccccc4C(c4ccccc43)C2C1=O (configuration not stated)	5	-1	7	-5	-2	-6	-0.6	8	0.4
COc1ccc(Cc2nnc(SCC(=O)Nc3ccccc3)[nH]c2=O)cc1	-9	3	5	-5	9	1	-3.0	12	0.0
CC(C)CN(C(=O)c1cc(Cl)nc2ccccc12)c1c(N)n(Cc2ccccc2)c(=O)[nH]c1=O	-6	-6	1	4	7	-5	1.2	-7	-0.3
CSc1ncccc1C(=O)NCC1CCCCC1	6	-4	0	0	133	0	-0.9	6	-0.3
COc1ccc(C2(C(=O)Nc3ccc(C)c(C)c3)CCOCC2)cc1	-5	-3	-2	-1	2	-4	2.2	-1	0.0
CC(=O)NNc1nc(-c2ccc(NC(C)=O)cc2)cs1	-4	4	6	-1	0	-2	0.4	-11	0.4
O=C(NCc1cccc(C(F)(F)F)c1)c1cc(Cl)ccc1Cl	-3	1	1	0	12	0	4.9	4	-0.1
CCc1ccccc1N=C1SCC(=O)N1C	-5	-2	-5	3	23	-3	-2.3	2	0.0
CC1Cc2ccccc2N1C(=O)COC(=O)c1ccccc1NCCO (configuration not stated)	0	-6	-3	9	-3	1	-0.2	-7	-0.1
Cc1cc(C(=O)NCCC(c2ccccc2)c2ccccc2)c(C)o1	2	-2	12	1	-5	6	3.0	4	-0.1
CC(C)(C)NC(=O)CSc1nnc(NC(=O)CCn2cnc3ccccc3c2=O)s1	-10	-1	-6	-4	6	-1	0.6	-2	0.5
COc1ccccc1OCC(=O)NC1CC(C)(C)NC(C)(C)C1	8	-2	-5	-5	22	-2	0.6	-1	0.0
CCOc1ccc(NC(=O)CN(C)C(=O)CC2CCCCC2)cc1OCC	2	nt	nt	nt	nt	-4	-0.9	10	0.1
